Screens (PubChem)
Hep lipid drop: inhibitors of hepatocyte lipid droplet formation, primary screen, imaging, high-throughput imaging, BODIPY stain. AML12 mouse hepatocytes, oleate lipid droplets. inhibition, % at 6.5 µM. hit rate 0.4% among 240,000;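 active = lipid droplet intensity inhibited by at least 50%, with more than 500 cells counted; inconclusive = wells with under 300 cells, treated as cytotoxic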
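material = mouse AML12 hepatocyte cell line, fixed after treatment | also added = 100 µM oleic acid challenge | doses = compound at 6.5 µM only | schedule = overnight exposure | technique = Image-based BODIPY and DAPI two-channel analysis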
MT stabilize HCS: microtubule stabilizers in HeLa cells, primary screen, imaging, high-content imaging | AID 2205, 2009 | HeLa tubulin immunostaining HCS, 24 h; share of cells brighter than vehicle mean+2SD | hit rate 0.83% among 200,000 | % tubulin-high responders, % at 10 µM;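 active = plate Z-score above 3 for both tubulin-high and condensed-nucleus cell shares, with cell loss under 80%, at 10 µM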;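 also: anti alpha tubulin signal scored within the nucleus-defined area of each cell; some results filed as inactive read as strong as hits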
Myeloid diff MLP: induction of myeloid progenitor differentiation, primary screen, cell-based, flow cytometry, MLPCN library; ER-HoxA9 myeloid progenitors, lysozyme-GFP differentiation; calls only at 10 µM; hit rate 1% among 360,000; AID 624256, 2012;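 active = normalized GFP-positive differentiation at or above the plate's own cutoff, the solvent-only control mean plus 3 SD; inconclusive = no clear call, values can overlap the other calls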;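 also: cells exposed to compound for four days before flow analysis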
TNAP activators: human TNAP enzyme activators, primary screen, biochemical, luminescent, no phosphate acceptor, uHTS (AID 1001). purified TNAP, luminescent activation assay, no phosphate acceptor; higher activation fold means a stronger effect. one-dose activation fold at 20 µM; EC50 in µM for titrated hits. hit rate 0.03% among 200,000; in the data active = activation fold from about 3, or a potency from the dose series; inactive = the rest, 99 in 100 with activation fold below about 1.6; also: many of its hits are not listed in these tables
Ins promoter up: insulin promoter activators in MIN6 cells, imaging, high-content screening, mouse beta cells | MIN6 insulin promoter-GFP reporter; stronger effect = higher value | hit rate 0.3% among 190,000 | AID 1625, 2009 | z-score at 5 µM;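 active = z-score above 3 at 5 µM with at least 500 cells counted in the well; inconclusive = wells under 500 cells, flagged as cytotoxic or low count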
PMI inhibitors: inhibitors of human PMI, primary screen, biochemical, fluorescence intensity, coupled assay (AID 1209); inhibition, % at 20 µM, or IC50 in µM where a hit was titrated; hit rate 0.42% among 190,000; purified PMI enzyme, coupled fluorescence intensity; higher % means a stronger effect; in the data active = inhibition above about 50%;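 also: plate controls were DMSO vehicle for no effect and wells lacking substrate for full effect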
b-catenin transl: modulators of beta-catenin nuclear translocation, primary screen, imaging, HeLa cells, immunofluorescence, high-content | nuclear translocation activity, % at 5 µM | hit rate 0.3% among 190,000 | AID 1665, 2009;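 active = nuclear translocation activity above 50% at 5 µM, with a well cell count of 50 or more; inconclusive = wells under 50 cells across six images, flagged as toxic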;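 also: per-cell ratio of nuclear to cytoplasmic median beta-catenin stain intensity; plate controls were DMSO negative control for no effect and GSK-3 inhibitor IX positive control for full effect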
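Test system: human HeLa cells, native beta-catenin. Compound dosing: 5 µM primary single dose, 0.1% DMSO, 0.02–20 µM confirmation series. Incubation: compound exposure 24 h at 37°C. Detection: beta-catenin immunostaining with DAPI counterstain, 20x imaging, 6 fields/well. Read-out basis: Nuclear/cytoplasmic beta-catenin signal ratio, % activation.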
Dynein cargo inh: inhibitors of GR-EGFP nuclear translocation, primary screen, dynein cargo transport inhibitor project, imaging, high-content, 3617.4 mouse cells; z-score, hits read low; AID 1381, 2008; hit rate 0.47% among 220,000; test concentration mostly 20 µM; stimulated with dexamethasone, 1 µM; stronger effect = lower value;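 active = plate z-score of nuclear minus cytoplasmic receptor signal below a set negative limit, without overly bright fluorescence or cell loss, cut at about -3.5 in these data, passing the limit was not always enough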;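 also: z-score of nuclear minus cytoplasmic ring GR-EGFP intensity difference per well; some compounds called inactive have numbers as strong as hits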
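Buffer or medium: tet-free, stripped-serum medium; reagent: dexamethasone at 1.0 µM final, 30 min; incubation: 48 h induction, 1 h compound, 30 min dex at 37 °C; measured by: formaldehyde fixation, Hoechst nuclear stain, 10x automated fluorescence imaging; read-out: nuclear-to-cytoplasmic GR-EGFP distribution per well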
T cell modulator: modulators of CD8 T cell-vesicle binding, primary screen, mouse 2C CD8+ T cells, flow cytometry; 2C CD8+ T cell-vesicle binding; stronger effect = lower value; calls only at 7 µM; hit rate 0.068% among 330,000; AID 2052, 2009;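 active = response, share of CD8 T cells binding vesicles, and their 90th percentile fluorescence all below set limits, cut at about 80% in these data, passing the limit was not always enough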
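Incubation: binding step 1.5 h, 37 °C, antibody labelling 20 min, ice; system: murine 2C transgenic CD8+ T lymphocytes; technique: cytometric PE anti-B7-1 and Alexa647 anti-CD8 signals after 1% paraformaldehyde fixation; also added: QL9-charged Drosophila Ld/ICAM-1/B7-1 vesicles; control set: naked versus QL9-loaded vesicles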
Dynein cargo inh cytoplasmic EGFP: recorded beside Dynein cargo inh, whose call it bears; z-score; measured here: cytoplasmic GR-EGFP intensity; stronger effect = higher value
Dynein cargo inh nuclear GR-EGFP: also measured in Dynein cargo inh; calls as there; z-score; measured here: nuclear GR-EGFP intensity;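 lower value marks the stronger effect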
Dynein cargo inh cell count: second read-out of Dynein cargo inh, no call of its own (marks repeat the call); z-score; measured here: cell count per field
Ins promoter up cell count: recorded beside Ins promoter up, whose call it bears; cell count; measured here: cytotoxicity, nuclei count;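 total cells summed across four imaged fields per well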
Hep lipid drop cells 6.5 µM: recorded beside Hep lipid drop, whose call it bears; cell count; measured here: cell count, cytotoxicity flag;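 cells counted across two imaged fields per well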
b-catenin transl cell count 5 µM: further read-out of b-catenin transl, marked with its call; cell count; measured here: cell count, cytotoxicity flag
T cell modulator vesicle-bound %: also measured in T cell modulator; calls as there; double positive events, %; measured here: CD8+ vesicle-bound cell fraction;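 binding gate set so that unloaded-vesicle control wells show 10% double positive cells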
MT stabilize HCS Hoechst-high %: recorded beside MT stabilize HCS, whose call it bears; % Hoechst-high responders; measured here: nuclear condensation Hoechst responders;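 share of cells brighter than vehicle mean plus two SD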
MT stabilize HCS cytotoxicity %: also measured in MT stabilize HCS; calls as there; toxicity, %; measured here: cytotoxicity by cell density;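 0% = mean cell density of plate MIN control wells and 100% = no cells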
Myeloid diff MLP GFP+ MAC1+ %: recorded beside Myeloid diff MLP, whose call it bears; GFP+ MAC1+ double positive, %; measured here: differentiation confirmed by MAC1 staining
Starred values were filed as active, the others as inactive; i = inactive; u = inconclusive; x = not tested or not shown.

SMILES	Hep lipid drop	Hep lipid drop cells 6.5 µM	MT stabilize HCS	MT stabilize HCS Hoechst-high %	MT stabilize HCS cytotoxicity %	Myeloid diff MLP	Myeloid diff MLP GFP+ MAC1+ %	TNAP activators	Ins promoter up	Ins promoter up cell count	PMI inhibitors	b-catenin transl	b-catenin transl cell count 5 µM	Dynein cargo inh	Dynein cargo inh cytoplasmic EGFP	Dynein cargo inh nuclear GR-EGFP	Dynein cargo inh cell count	T cell modulator	T cell modulator vesicle-bound %
CN1C(=O)N(C)C(=O)C2(Cc3c(nc4ccccn4c3=O)N3CCC(Cc4ccccc4)CC32)C1=O (configuration not stated)	x	x	x	x	x	x	x	1.1	0.06	1219	2%	2.6	1157	x	x	x	x	x	x
O=C1C(=O)c2cccc3cccc1c23	25	731	3.9	4.0	11	i	1.1	1	0.41	1200	17%	x	x	-0.56	-0.25	-0.55	-0.0054	i	44
O=C1CC[C@@]2(O)[C@H]3Cc4ccc(O)c5c4[C@@]2(CCN3CC2CC2)[C@H]1O5	11	691	2.6	1.8	8.4	i	2.7	1.1	x	x	-7%	x	x	-0.46	-0.29	0.27	0.67	i	17
CC[N+](CC)(CC)CCCOC(=O)C(O)(c1ccccc1)C1CCCCC1 (configuration not stated)	-3	804	2.2	1.4	4.1	i	0.8	1.1	-0.37	891	2%	-1.9	1206	-0.017	-0.099	-0.052	-0.032	i	18
Cc1ccc2c(c1)C1CN(C)CCC1N2C(=O)Cc1cccs1 (configuration not stated)	x	x	4.8	1.3	3.6	i	0.8	1.1	-0.39	1289	-2%	-5.5	1002	1.3	-0.21	1	-0.36	i	68
CCN1CCN(CC(=O)c2c(C)n(Cc3ccccc3)c3ccc(OC)cc23)CC1	13	791	2.1	1.5	5.4	i	0.1	1	-0.94	765	17%	5.1	1042	-0.88	-0.15	0.13	0.58	i	32
CN(C)C(=O)Oc1ccc(OCc2n(C)c3ccccc3[n+]2C)cc1	1	699	2.6	3.9	7.2	i	0.0	1	0.25	1241	-11%	-3.3	541	-0.68	-0.33	-0.65	1.3	i	58
CCCOC(=O)C1C2c3ccccc3C(c3ccccc32)C1C(=O)O (configuration not stated)	2	648	0.7	0.8	2.4	i	0.3	1.1	-0.09	1435	6%	-0.1	1459	-0.33	-0.39	-0.66	0.88	i	49
CC1(C)C2CC=C(CN3CCOCC3)C1C2 (configuration not stated)	10	721	3.0	1.7	6.2	i	0.7	1.1	-0.1	1326	6%	x	x	0.63	-0.093	0.26	0.32	i	52
Cc1ccc(N2C(=O)NC(=O)/C(=C\c3cnc(-c4ccccc4)nc3)C2=O)cc1	2	682	3.0	4.0	2.9	i	1.1	0.9	0.24	1363	4%	0.5	1040	-0.35	0.12	0.22	-0.33	i	52
CC(=NCc1cccnc1)c1c(O)n(-c2ccc(C)cc2)c(=O)[nH]c1=O	x	x	3.0	2.2	1.9	i	1.1	1	0.15	1022	3%	-2.0	1118	-0.77	-0.35	-0.072	0.57	i	28
O=C(CCCN1CCC2(CC1)C(=O)NCN2c1ccccc1)c1ccc(F)cc1	6	692	2.3	5.6	1.8	i	1.7	1	x	x	-3%	-0.9	565	-0.46	-0.24	-0.05	0.83	i	21

Quoted from the listing:
Reading of `CC1(C)C2CC=C(CN3CCOCC3)C1C2` (configuration not stated) under PMI inhibitors: 6%
Reading of `Cc1ccc2c(c1)C1CN(C)CCC1N2C(=O)Cc1cccs1` (configuration not stated) under Dynein cargo inh cytoplasmic EGFP: -0.21

Following part:
SMILES	Hep lipid drop	Hep lipid drop cells 6.5 µM	MT stabilize HCS	MT stabilize HCS Hoechst-high %	MT stabilize HCS cytotoxicity %	Myeloid diff MLP	Myeloid diff MLP GFP+ MAC1+ %	TNAP activators	Ins promoter up	Ins promoter up cell count	PMI inhibitors	b-catenin transl	b-catenin transl cell count 5 µM	Dynein cargo inh	Dynein cargo inh cytoplasmic EGFP	Dynein cargo inh nuclear GR-EGFP	Dynein cargo inh cell count	T cell modulator	T cell modulator vesicle-bound %
Cc1nn(Cc2ccccc2)c(Cl)c1C(=O)Nc1ccc(OC(F)(F)F)cc1	-1	709	3.3	2.3	12	i	1.6	1.1	-0.94	1467	17%	1.6	1101	2.2	-0.19	1.1	-1.7	i	47
CC12CC[C@H]3[C@@H](CCC4(O)C[C@H](O)CCC34/C=N/NC(=O)Cc3ccccc3)C1(O)CCC2C1=CC(=O)OC1 (some centres not stated)	0	649	x	x	x	i	0.7	x	0.15	1104	x	-0.6	1328	-0.13	-0.26	0.56	-0.57	i	17
CN1C(=O)C(=Cc2ccc(-c3cccc(Cl)c3)o2)C(=O)N(C)C1=O	0	642	3.1	2.1	2.3	x	x	1	0.9	1462	-9%	-1.3	575	1.8	-0.029	2.3	-1.7	i	47
COc1cccc(NP(=O)(Oc2ccccc2)Oc2ccccc2)c1	-50	679	18*	57*	61*	u	x	1.1	0.6	1340	16%	-0.1	1118	-0.57	-0.21	-0.55	0.44	i	43
CC(C)(C)c1ccc(CN2C(=O)CN=C(c3ccccc3)c3ccccc32)cc1	x	x	3.6	1.3	4.1	i	0.8	0.9	x	x	10%	x	x	2.5	-0.13	0.9	-1.8	i	8
COc1ccc(C2N3CC(C)(C)CN23)cc1 (configuration not stated)	4	583	1.9	2.0	6.9	x	x	1.1	-0.05	1346	-21%	1.1	931	-0.66	-0.23	-0.75	0.81	i	53
COc1ccc(CCNCc2ccncc2)cc1	13	777	1.4	2.4	7.8	i	1.1	1.2	x	x	2%	-11	1229	-0.57	-0.12	-0.19	0.72	i	10
O=C(Cn1ncc2ccccc21)N1CCC2(CC1)OCCO2	x	x	1.9	1.7	9.8	i	1.3	1.1	-0.14	1567	11%	0.0	715	-0.71	-0.23	-0.097	1.3	i	18
CC[N+](C)(CC)CCCCOc1ccc2c(c1)C(=O)c1cc(OCCCC[N+](C)(CC)CC)ccc1-2	-5	686	x	x	x	i	0.8	x	-0.58	910	x	-1.1	1366	-0.84	-0.26	-0.36	0.79	i	17
O=C(CCC(=O)N1CCC2(CC1)OCCO2)Nc1nnc(C2CCCCC2)s1	-6	686	x	x	x	i	0.2	x	0.49	1146	x	0.2	1360	-1.3	-0.18	-0.58	0.47	i	21
C=CCn1c(O)c(C(CC)=Nc2ccc(N(C)C)cc2)c(=O)[nH]c1=O	x	x	x	x	x	i	0.7	x	-0.21	1474	x	-2.8	1368	-0.45	0.051	-0.37	0.85	i	47
Cc1cccc(OP(=O)(NCc2ccccc2)Oc2cccc(C)c2)c1	-48	662	3.6	1.5	11	i	1.6	1.1	-0.59	1434	14%	1.2	1244	-0.48	-0.2	0.059	-0.14	i	4
O=C(C1CCC(=O)N1C1CCCC1)N1CCC2(CC1)OCCO2 (configuration not stated)	x	x	4.2	2.1	2.9	i	1.1	1.1	0.44	1254	2%	0.9	1419	1.2	-0.25	-0.62	0.039	i	9
C[C@@H]1C[C@H]2OC(=O)C3(CO3)[C@H]2[C@H](O)[C@]2(C)C(=O)C3OC3[C@@H]12 (some centres not stated)	-6	695	x	x	x	x	x	x	x	x	x	-0.8	1188	-2.7	0.85	-2	-0.082	i	58
CN1CCC(OC(=O)Cc2ccccc2)CC1	-7	713	2.7	3.0	11	i	0.4	1.1	0.56	1464	-9%	-1.3	996	0.052	-0.29	0.53	0.089	i	61
OC(c1ccccc1)(c1ccc(Cl)cc1)C1CN2CCC1CC2 (configuration not stated)	-25	630	x	x	x	i	0.2	x	-0.36	1247	x	-1.4	1145	1.1	-0.19	0.66	-0.62	i	22
Cc1nn(Cc2ccccc2)c(Cl)c1C(=O)OCC(=O)Nc1cccc2ccccc12	-24	539	4.8	3.6	4.9	i	0.6	1.2	-0.08	1604	3%	-1.7	1137	0.13	-0.27	0.25	-0.3	i	6
CCOc1ccc(Cl)cc1CNCCc1ccc(F)cc1	-4	662	1.9	2.1	7.5	i	0.6	1.2	-0.37	1311	-10%	-4.2	1072	-0.69	-0.25	0.046	0.41	i	53
CCC1(c2ccccc2)C(=O)N(C)C(=O)N(C)C1=O	18	729	3.0	1.2	5.9	i	5.8	1.1	-0.2	1246	11%	-3.2	1210	-0.22	-0.27	0.098	0.15	i	49
CC/C(CC(c1ccccc1)c1c(O)c2ccccc2oc1=O)=N\NC(N)=S (configuration not stated)	-3	712	1.5	2.3	12	i	0.2	1.1	-0.06	1261	-6%	x	x	-0.64	-0.24	0.34	0.58	i	48
CN1CCN(C(=O)Cc2nc3ccccc3[nH]2)CC1	x	x	1.6	1.2	13	x	x	1	-0.35	1330	-7%	-7.0	1015	-0.32	-0.21	0.15	0.004	i	29

This is a subset (hit frequency here may not be typical).
